Screening data (PubChem)
HT1080 IDH1KD tx: qHTS for induction of synthetic lethality in tumor cells producing 2HG: qHTS for the HT-1080-IDH1KD cell line | HT-1080 IDH1 knockdown viability, ATP luminescence, 48 h | Potency, µM (top dose mostly 46.1 µM), inactives show at the highest dose activity, negative = toxicity, usual class: cytotoxic | actives 2% (n = 360,000);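 note: potency is the fitted concentration of half-maximal effect; 0% = DMSO wells and -100% = cell-free medium wells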
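HT-1080-IDH1KD cells (IDH1 knocked down), 750/well in RPMI with 5% FBS, treated with compound 48 h at 37 degrees C. Viability by CellTiter-Glo luminescence, normalised to DMSO and no-cell wells; concentration-response curves classed.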
HepG2 viability: qHTS for Inhibitors of TGF-b: Cytotox Counterscreen; HepG2 CAGA-GFP viability, ATP luminescence, 18 h; Potency, µM (series often up to 46.1 µM), for the others: at the top dose activity change, negative = cytotoxicity, usual class: cytotoxic; actives 0.76% (n = 410,000); note: potency is the fitted concentration of half-maximal effect; some results filed as inactive show a strong effect at the top dose
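CellTiter-Glo luminescence gave cytotoxicity after 18 hours at 37 degrees C. The cells were HepG2 CAGA-GFP in 1% FBS DMEM, stimulated with 500 pg/mL TGF-beta after compound addition. %Activity was normalised to no-cell wells (complete cell-killing) and DMSO (no toxicity), and curves were fitted and classified.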
ATXN2 expr inh: Primary qHTS for Inhibitors of ATXN expression; HEK-293 ATXN2-luciferase reporter, luminescence, 24 h; Potency, µM (doses to about 57 µM), inactives show at the top dose activity change, negative = inhibition, usual class: inhibitors; actives 0.72% (n = 360,000); AID 1745845, 2022; note: potency is the fitted concentration of half-maximal effect; % is set by controls: 0 for no effect and ±100 for the full control effect; nearly all actives have a fitted effect of over 55% in size
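qHTS (up to 57 uM final) was run with 24 h compound exposure of reporter cells at 37 °C. Each well was multiplexed: SteadyGlo luminescence measured ATXN2-luciferase expression after a fluorogenic Gly-Phe-AFC viability readout (25 uM final).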
SW480 rereplic: A quantitative high throughput screen for small molecules that induce DNA re-replication in SW480 colon adenocarcinoma cells. SW480 DNA re-replication, Hoechst DNA content imaging, 48 h. Potency, µM (titrated, usually from 46.1 µM), without a hit: at the highest dose re-replication activation, usual class: activators. actives 1.8% (n = 340,000); note: potency is the fitted concentration of half-maximal effect; % of control where 0% means no effect; nearly all actives have a fitted effect of over 55% in size
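Compounds, transferred as 23 nL by pin tool, were incubated with cells for 48 hr; DNA content per nucleus was then quantified by Hoechst staining and fluorescence plate imaging.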
IL-1B inflam inh: qHTS for Inhibitors of Inflammasome Signaling: IL-1-beta AlphaLISA Primary Screen; THP-1 LPS/ATP IL-1B secretion, AlphaLISA, 16 h; stronger effect = lower value; activity change, % at 57.5 µM; AID 743279, 2014; actives 4.7% (n = 360,000); in the data active = activity change below about -50%; inconclusive = mostly about -30% to -49%; note: % is set by controls: 0 for no effect and ±100 for the full control effect
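Secreted IL-1B measured by AlphaLISA bead assay after 16 h compound exposure of THP-1 cells; compounds (final up to 57.5 uM) added 1 h before LPS (250 ng/mL) and ATP (1.25 mM) stimulation; lower signal means less secretion.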
KB-3-1 tox: qHTS assay for MDR1-selective chemotherapeutics: Primary screen using the parental adenocarcinoma cell KB-3-1; KB-3-1 viability, CellTiter-Glo ATP luminescence, 72 h; Potency, µM (doses to about 46.1 µM), without a hit: top-dose activity change, negative = cytotoxic, hits mostly cytotoxic; actives 1.4% (n = 400,000); note: potency is the fitted concentration of half-maximal effect; % is set by controls: 0 for no effect and ±100 for the full control effect; nearly all actives have a fitted effect of over 60% in size
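Parental KB-3-1 adenocarcinoma cells in phenol-red-free DMEM with 10% FBS were pin-treated with compounds at several concentrations, incubated 72 h at 37 °C, and viability read by CellTiter-Glo luminescence; concentration-effect curves were fitted after normalization.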
HT1080NT lethal: qHTS for induction of synthetic lethality in tumor cells producing 2HG: qHTS for the HT-1080-NT fibrosarcoma cell line; HT-1080-NT fibrosarcoma viability, CellTiter-Glo ATP luminescence, 48 h; Potency, µM (titrated, usually from 46.1 µM), without a hit: at the highest dose activity, negative = less viability, most hits filed as cytotoxic; actives 1.6% (n = 360,000); AID 686970, 2013;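 note: NT is the 2HG producing partner of a matched IDH1 knockdown line; potency is the fitted concentration of half-maximal effect; 0% = DMSO-treated cells and -100% = media-only wells without cells; nearly all actives have a fitted effect of over 55% in size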
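HT-1080-NT; 750 cells/well; 5% FBS RPMI; 48 h compound, 37 degrees C; CellTiter-Glo luminescence; curve fitting and curve-class assignment.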
MCF10A rereplic: A quantitative high throughput screen for small molecules that induce DNA re-replication in MCF 10a normal breast cells | MCF 10A DNA re-replication, Hoechst nuclear intensity, 48 h | Potency, µM (doses to about 46.1 µM), inactives show top-dose activity, positive = re-replication, usual class: activators | actives 2.9% (n = 350,000); note: potency is the fitted concentration of half-maximal effect; % of control where 0% means no effect; nearly all actives have a fitted effect of over 50% in size
S2 tox: Viability Counterscreen for Primary qHTS for Inhibitors of ATXN expression. S2 cells (HEK-293 line with an ATXN2-luciferase reporter) viability, CellTiter-Fluor protease fluorescence, 24 h. Potency, µM (top dose mostly 56.7 µM), hits mostly cytotoxic. actives 0.49% (n = 400,000). AID 651635, 2014; note: potency is the fitted concentration of half-maximal effect; nearly all actives have a fitted effect of over 40% in size
Starred values were filed as active, the others as inactive; i = inactive; ? = inconclusive; nt = not tested or not shown; [ ] = another dose, or the depositor's remark. Unless noted, calls come from the whole dose curve; as a rule, active = well fitted curve in the direction sought with a large enough effect; inconclusive = small, poorly fitted or top-dose-only effect, or another doubt; inactive = no such curve, though single readings can be large; an effect the other way counts as inactive or inconclusive.

SMILES | HT1080 IDH1KD tx | HepG2 viability | ATXN2 expr inh | SW480 rereplic | IL-1B inflam inh | KB-3-1 tox | HT1080NT lethal | MCF10A rereplic | S2 tox
Cc1c(C(=O)O)cnc2c([N+](=O)[O-])cnn12 | 4% | -6% | -23% | -32% | 27 | 13% | 11% | -4% | ?
NC(=O)CC(NC(=O)Cc1ccc(Br)cc1)c1ccc(NC2CC3CCC2C3)c([N+](=O)[O-])c1 (stereo unspecified) | ? | -40% | ? | -8% | -7 | ? | ? | 43% | nt
CCc1ccc(NC(=O)c2c(Cl)nc(C)c(Cl)c2C)cc1 | ? | 0% | -25% | ? | -1 | ? | -25% | ? | i
Cc1ccc(C=NNC(=O)c2cc(-c3cccnc3)nc3ccccc23)o1 | ? | -21% | -14% | 7.3µM* | 54 | ? | ? | 5.2µM* | i
CCCCNC(=O)C1(C)CCN1C(=O)c1cncc(Br)c1 (stereo unspecified) | 12% | 3% | 4% | nt | 5 | 0% | 26% | nt | i
O=C(O)CSc1nc2ccccc2c(=O)[nH]1 | -1% | 5% | 11% | 11% | -5 | -1% | -30% | 3% | i
Cc1ccc(S(=O)(=O)Oc2ccc(C)cc2/C=N/N=C2\NC(=O)C(C)S2)cc1 (stereo unspecified) | ? | -33% | 36% | 2% | 28 | -5% | -26% | ? | i
CCC1Nc2ncnc(N3CCOCC3)c2N(Cc2ccc(Cl)cc2)C1=O (stereo unspecified) | 9% | 3% | 9% | -10% | 35 | 6% | 8% | 10% | i
COc1cc(-n2c(=O)c3ccccc3n(CC(=O)c3ccc(Br)cc3)c2=O)cc(OC)c1OC | -10% | 16% | nt | 15% | -6 | 1% | 1% | ? | i
COc1cc(C(=O)NCCN2CCN(C(=O)c3cc(OC)c(OC)c(OC)c3)CC2)cc(OC)c1OC | 0% | 4% | 3% | -25% | 0 | 8% | -7% | -3% | i
Cn1c(N)c(C(=O)c2cc(-c3ccncc3)nc3ccccc23)c(=O)n(C)c1=O | -3% | 1% | -5% | -3% | 21 | -1% | -9% | 1% | i
CCOC(=O)CCC(=O)Nc1ccc(S(=O)(=O)N2CCCC2)cc1 | 8% | 7% | -2% | -1% | 0 | 2% | 5% | 35% | i
CCOc1ccc(S(=O)(=O)N(CC(=O)NCC2CCCO2)c2ccc(F)cc2)cc1 (stereo unspecified) | -1% | -3% | -5% | -17% | 0 | 2% | -1% | 1% | i
Nc1ccc(C(O)(C(F)(F)F)C(F)(F)F)cc1 | 0% | -17% | 0% | -1% | 2 | -7% | -3% | 13% | i
CCOC(=O)N1CCN(S(=O)(=O)c2ccc3c(c2)OCC(=O)N3)CC1 | -6% | -5% | -28% | -4% | 22 | 2% | -3% | 1% | i
CCOc1ccc(S(=O)(=O)NCc2cccnc2)cc1C(C)C | -7% | -24% | -14% | 27% | 15 | -6% | -20% | 10% | i
CN(C)C1=NC[C@H](Cc2ccccc2)N1CCCC1CCCCC1 | ? | -34% | ? | -56%[inhibitor][9.22 µM] | ? | -32% | -16% | 14% | i
CCOc1ccc(OCC)c(S(=O)(=O)NCCCN2CCOCC2)c1 | 20% | 4% | 17% | -1% | -8 | 0% | 26% | 2% | i
O=S1(=O)NC(C2CC2c2ccccc2)CCO1 (stereo unspecified) | 11% | -5% | -3% | -12% | -8 | 0% | 10% | 34% | i
O=C(C(=O)N1CCCc2ccccc21)c1cn(CC(=O)N2CCOCC2)c2ccccc12 | -14% | -5% | 21% | 0%[1.84 µM] | 15 | 3% | -14% | ? | i
Cc1cccc(NC(=O)Cn2c(=O)n(Cc3ccccc3)c(=O)c3c(C)c(C)sc32)c1 | -15% | 2% | 2% | -33% | 17 | 5% | 0% | ? | i
Cc1oc(C)c2c(=O)ccc3c(c12)OC(N)=C(C#N)C3c1ccccc1Cl (stereo unspecified) | 8% | 4% | -14% | -5% | ? | -5% | 1% | ? | i
Cn1c(=O)n(C)c2cc(/C=N/NC(=S)NCc3ccccc3)ccc21 | -29% | -4% | 0% | -9% | -17 | -2% | -20% | ? | i
C=CCNC(=O)c1ccccc1NS(=O)(=O)c1ccccc1 | 9% | 3% | -4% | 0% | 6 | -8% | 8% | 0% | i
COc1ccc(CCC(=O)Nc2ccc3c(c2)OCO3)cc1OC | 8% | -16% | -2% | 195% | 1 | 5% | -26% | 10% | i
CC1(C)C(c2cccs2)=[N+]([O-])C2(CCCCC/C2=N\O)N1O (stereo unspecified) | 1% | -4% | 3% | -4% | 22 | -1% | -2% | 0% | i
COc1ccccc1N1CCN(Cc2nnnn2CCc2ccccc2)CC1 | 12% | -3% | -7% | -1% | 7 | 7% | 22% | 11% | i
COc1ccccc1C(=O)NCC(c1ccco1)N1CCc2ccccc21 (stereo unspecified) | -5% | -10% | -17% | -41%[inhibitor] | 1 | 0% | -1% | ? | i
Cc1sc(N)nc1-c1cccs1 | -9% | -2% | 8% | -2% | 32 | 22% | -9% | 2% | i
C[C@H](CO)N1C[C@H](C)[C@H](CN(C)C(=O)Nc2ccc3c(c2)OCCO3)OCc2cnnn2CCCC1=O | -2% | -9% | -1% | nt | -3 | 7% | 17% | nt | i
Cc1ccc2c(c1)NC(=O)C(CC(=O)NCc1cccnc1)O2 (stereo unspecified) | 1% | -1% | 2% | -15% | 44 | 6% | -7% | 8% | i
Cc1ccccc1OCc1nnc2c3cnn(C)c3ncn12 | 9% | -6% | 34%[activator] | -6% | -22 | 10% | 11% | 8% | i
O=C(OCC(=O)N1CCCC1)c1cccs1 | 2% | 5% | 25% | 2% | 17 | 0% | 4% | 1% | i
O=C(CCCCn1c(=O)[nH]c2ccccc2c1=O)NCc1ccc2c(c1)OCO2 | 13% | 5% | -4% | -5% | 6 | ? | 11% | -10% | i
CCc1sc(N2C(=O)C3C4CCC(C4=C(C)C)C3C2=O)nc1-c1ccccc1 (stereo unspecified) | -22% | -22% | 7% | 0% | -17 | 6% | -28% | ? | i
O=C(NNC(=O)c1cccnc1SCc1cccc([N+](=O)[O-])c1)c1cccnc1 | -11% | 2% | -1% | -7% | 25 | 8% | -3% | 1% | i
CCCc1nc2oc3c(NCC4CCCO4)ncnc3c2c2c1COC(C)(C)C2 (stereo unspecified) | -1% | 0% | -3% | -8% | 0 | 16% | -1% | 16% | i
O=C(N/N=C/c1ccc(Br)s1)c1ccco1 | -4% | -26% | 27% | -7% | -17 | 8% | -11% | -3% | i
Cc1cccc(OCC(=O)NCC(=O)N/N=C/c2ccc([N+](=O)[O-])cc2)c1 | 1% | -1% | -8%[11.3 µM] | -5% | 20 | 1% | 2% | 1% | i
CCN(CC)CCCOC(=O)C(c1ccccc1)c1ccccc1 | -13% | -12% | 2% | 25% | -13 | 0% | -7% | 12% | i
CCOC(=O)C(=O)NC1CC=CCC1c1ccc2c(c1)OCO2 (stereo unspecified) | 17% | 3% | 8% | 0% | -22 | 3% | 7% | -2% | i
CCOc1ccccc1-n1nnnc1SCC(=O)NCc1ccco1 | 1% | -67% | nt | -3% | 3 | -1% | 0% | 8% | i
CCCCOc1ccc(CNC(=S)N/N=C/c2ccc(OC)c(OC)c2)cc1 | 0% | 9% | 1% | ? | ? | ? | 0% | 5% | i
C/C(CC(=O)Nc1ccc(Cl)cc1C(F)(F)F)=N\NC(N)=S | 9% | -8% | -10% | ? | nt | 29% | -4% | ? | i
C[C@@]12C(=O)N(c3ccc(Cl)cc3)C(=O)N1[C@@H]1c3ccccc3OC[C@@H]1[C@H]2c1ccccc1 | 2% | -55% | 2% | 10% | 7 | 5% | ? | 1% | i
O=C(COC(=O)c1cc[n+]([O-])cc1)Nc1ccc(Cl)cc1[N+](=O)[O-] | 8% | 2% | 12%[11.3 µM] | -7% | 22 | 0% | 0% | 2% | i
O=C1C2C3CCC(CC3)C2C(=O)N1c1ccccc1 (stereo unspecified) | 18% | 1% | -24% | 0% | -8 | -3% | 11% | 14% | i
O=S(=O)(Nc1ccc(-c2cn3ccccc3n2)cc1)c1ccccc1 | -1% | -13% | 9% | 3% | ? | 0% | -1% | 5% | i

4 entries from above in another layout:
SMILES	HT1080 IDH1KD tx	HepG2 viability	ATXN2 expr inh	SW480 rereplic	IL-1B inflam inh	KB-3-1 tox	HT1080NT lethal	MCF10A rereplic	S2 tox
C/C(CC(=O)Nc1ccc(Cl)cc1C(F)(F)F)=N\NC(N)=S	9%	-8%	-10%	?	nt	29%	-4%	?	i
C[C@@]12C(=O)N(c3ccc(Cl)cc3)C(=O)N1[C@@H]1c3ccccc3OC[C@@H]1[C@H]2c1ccccc1	2%	-55%	2%	10%	7	5%	?	1%	i
O=C(COC(=O)c1cc[n+]([O-])cc1)Nc1ccc(Cl)cc1[N+](=O)[O-]	8%	2%	12%[11.3 µM]	-7%	22	0%	0%	2%	i
O=C1C2C3CCC(CC3)C2C(=O)N1c1ccccc1 (stereo unspecified)	18%	1%	-24%	0%	-8	-3%	11%	14%	i

(list continues)
SMILES | HT1080 IDH1KD tx | HepG2 viability | ATXN2 expr inh | SW480 rereplic | IL-1B inflam inh | KB-3-1 tox | HT1080NT lethal | MCF10A rereplic | S2 tox
C/C(=N\NC(=O)c1ccc(Br)cc1)c1ccccc1 | 1% | -3% | 8% | -3%[9.22 µM] | -6 | 9% | -1% | 0% | i
CC(=O)NCCC(=O)N1CCCC(C(=O)c2ccc3c4c(cccc24)CC3)C1 (stereo unspecified) | -3% | -11% | -8% | -8% | 9 | -1% | -6% | 10% | i
O=C(C1CCC(C(=O)N2CCCCC2)CC1)N1CCCCC1 (stereo unspecified) | 7% | -3% | 3% | -1% | -13 | 4% | 8% | 4% | i
O=C(N[C@@H](Cc1ccc(O)cc1)C(=O)O)c1cccnc1 | 20% | 9% | 11% | -10% | 24 | 20% | 10% | 28% | i
